# Screens from PubChem.
# RNase H inhibition: RNase H inhibition, HIV 1 Gag Pol polyprotein, FRET biochemical assay, screening (AID 372); inhibition, % at 10 µM; hits with a dose series show IC50 in µM; HIV-1 RT RNase H, FRET RNA/DNA substrate fluorescence; higher % means a stronger effect; actives 0.77% (n = 100,000); in the data active = inhibition above about 50%
# Starred values were filed as active, the others as inactive. These rows are one share of the data; the hit share may differ from the screen's.
SMILES,RNase H inhibition
CCN(CC)CCN(C)Cc1ccc(C)cc1,6%
COc1cccc2cc(-c3csc(Nc4ccccc4C(F)(F)F)n3)c(=O)oc12,16%
CC(NC(=S)Nc1ccccc1)C1COc2ccccc2O1 (centres undefined),48%
CCOC(=O)c1c(NC(=O)c2ccc(S(=O)(=O)N3CCCCCC3)cc2)sc(C(C)=O)c1C,5%
Cc1oc2ccc(NS(=O)(=O)c3ccccc3)cc2c1C(=O)OC(C)C,8%
CCCCOc1ccc(C(=O)NC(=S)Nc2ccc(NC(=O)c3ccco3)cc2)cc1,8%
O=c1cc(-c2ccc([N+](=O)[O-])cc2)nc2cc(-c3ccccc3)[nH]n12,1%
CC1CC(=O)NN=C1c1ccc(N)c(N)c1 (centres undefined),0%
NC(=O)c1ccc(N=Cc2cc([N+](=O)[O-])ccc2O)cc1,5%
CC1=C(C(=O)OCCOc2ccccc2)C(c2ccc(C)o2)C2=C(CC(C)(C)CC2=O)N1 (centres undefined),4%
COc1cccc(C2=NN(C(=O)c3ccc(C(C)(C)C)cc3)C(O)(C(F)(F)F)C2)c1 (centres undefined),17%
Cc1cc(NC(=O)c2sc3ccccc3c2Cl)ccc1-c1cc2ccccc2oc1=O,10%
CC(=O)C1=C(O)C(=O)N(CC2CCCO2)C1c1ccccc1F (centres undefined),8%
COc1ccc(N(Cc2ccc(C(=O)NC3CCCC3)cc2)S(=O)(=O)c2ccccc2)cc1,19%
COc1ccc(CCNC(=O)COc2ccc(Br)c(C)c2)cc1,0%
O=c1c2c3c(sc2nc(SCc2ccccc2)n1Cc1ccccc1)CCCC3,10%
CCN(c1nc(C)cc(OC)n1)S(=O)(=O)c1ccccc1,0%
Cc1ccccc1OCC(=O)Nc1ccc(NC(=O)c2cccs2)cc1,17%
O=C(COc1ccc(Br)cc1Cl)Nc1ccc(F)c(Cl)c1,13%
CCCCCc1ccc(-c2ccc(-c3noc(C4CCC(CCCCC)CC4)n3)cc2)cc1 (centres undefined),6%
O=C(Nc1nc2ccc3ccccc3c2s1)c1ccc(Cl)cc1Cl,8%
CC1(C)OC(=O)C2(C(=O)O1)C1C3C4CC5C6C4C1C6C2C53 (centres undefined),8%
COc1cccc(/C=c2\sc3nc4ccccc4n3c2=O)c1OC,10%
COc1cccc(OC)c1C(=O)Nc1ccc(C(=O)N2CCCCC2)cc1,3%
Cc1ccc(NC(=O)Nc2nnc(Cc3ccc(Cl)c(Cl)c3)s2)cc1,45%

# Next entries:
SMILES,RNase H inhibition
O=C(/C=C/c1ccc(-c2ccc(Cl)cc2)o1)Nc1cccnc1,11%
Cc1cccc(Cl)c1OCCOCCNC(C)(C)C,14%
C=CCN1C(=O)/C(=C\c2cc3c(cc2Cl)OCO3)C(=O)NC1=S,9%
O=[N+]([O-])c1cccc(CNc2ccc3c(c2)CCC3)c1,9%
COc1ccc(C(=O)NC(=S)Nc2ccc(N3CCOCC3)c(Cl)c2)cc1[N+](=O)[O-],26%
O=C(N/N=C/c1ccc2c(c1)OCCO2)C(=O)Nc1ccc(F)cc1,9%
COC(=O)C1=C(C)NC2=C(C(=O)CCC2)C1c1ccccc1I (centres undefined),7%
CCOC(=O)N1N=C(c2ccccc2)CC1(O)C(F)(F)F (centres undefined),1%
COC(=O)C1=C(C(=O)OC)SC(=C2C(=S)C(C)(C)N(C(=O)COc3ccc(F)cc3)c3ccc(OC)cc32)S1,0%
COc1ccc(/C=C2\SC(=NCc3ccccc3)N(Cc3ccccc3)C2=O)cc1C(=O)O,23%
COc1ccc(-c2nc(N)sc2C)cc1,1%
O=C(Nc1ccccc1Cl)c1ccco1,32%
Cc1ccc(C(=O)N2c3ccccc3-c3c(ssc3=S)C2(C)C)cc1,29%
COC(=O)Nc1c(-c2ccccc2)nc2ccc(Cl)cn12,7%
CC1C(C(=O)N(C=O)c2cccc([N+](=O)[O-])c2)C2C=CC1C21CC1 (centres undefined),13%
O=C1C(Cl)=C(Nc2cccc(Cl)c2)C(=O)N1c1cc(Cl)ccc1Cl,0%
COc1ccc(NS(=O)(=O)c2ccc(C(C)C)cc2)cc1,14%
O=C(N/N=C/c1cccc(Cl)c1Cl)c1ccc(F)cc1,7%
COc1cc2ccccc2cc1C(=O)NC(=S)Nc1cccc(NC(=O)c2ccccc2)c1,13%
CN=C(Nc1ccc2c(c1)OCO2)SC1CC(=O)N(c2ccc(Cl)cc2)C1=O (centres undefined),12%
Cc1ccc(Nc2cc(C)c(C#N)c3nc4ccccc4n23)cc1,20%
Cc1ccc(OCCCCn2ccnc2)c(Cl)c1,8%
Cc1ccccc1OCCN1CCCCC1,8%
COc1ccc(OC)c(C2NC(=S)NC(C)=C2C(=O)Nc2cccc(Cl)c2)c1 (centres undefined),3%
CN=C(N)/C(C(=O)OC)=C(\O)OC,3%

# Next structures:
SMILES,RNase H inhibition
CC1=NN(C(=O)C(C)(C)C)C(O)(c2ccccc2)C1 (centres undefined),6%
Cc1ccc(S(=O)(=O)N(CC(=O)N2CCN(C)CC2)c2ccc(Br)cc2)cc1,2%
CCOc1ccc(NC(=O)CN(c2ccc(Cl)cc2C)S(C)(=O)=O)cc1,5%
Cc1c(Cc2ccccc2)c(NCCN(C)C)n2c(nc3ccccc32)c1C#N,9%
COc1cccc(C2NC(=O)NC(C)=C2C(=O)OCc2ccc3c(c2)OCO3)c1 (centres undefined),16%
Cn1cccc1CN1CCN(C2CCCCC2)CC1,16%
COc1ccc(NC(=O)c2cc3n(n2)C(C(F)(F)F)CC(c2ccc(Cl)c(Cl)c2)N3)c(OC)c1 (centres undefined),13%
CCCCC1CCC(c2ccc(-c3ccc(C4CCC(CC)CC4)c(N)c3)nc2)CC1 (centres undefined),11%
COc1cc(OC)cc(C(=O)Nc2c[nH]c(=O)[nH]c2=O)c1,0%
COc1cc(/C=c2\sc3nc4ccccc4n3c2=O)ccc1OCc1ccccc1,15%
CSc1nc(N)c2c3c(sc2n1)CCCCC3,6%
O=C(CN(c1cccc(Cl)c1Cl)S(=O)(=O)c1ccccc1)Nc1ccc2ccccc2c1,25%
Cc1ccc(-c2noc(-c3ccc([N+](=O)[O-])cc3)n2)cc1,9%
O=C(O/N=C(/c1ccncc1)c1ccc([N+](=O)[O-])cc1)c1ccc(Cl)cc1Cl,10%
CCCCc1nnc(NC(=O)Cc2ccccc2)s1,9%
Cc1cc(OCC(=O)Nc2ccc(Nc3ccccc3)cc2)ccc1Br,14%
CCOc1ccc2nc(SCc3ccc(OC)cc3)sc2c1,5%
CCOC(=O)CN1CCN(c2ccccc2OCC)CC1,6%
Cc1c(NC(=O)c2c(O)c3ccccc3n(C)c2=O)c(=O)n(-c2ccccc2)n1C,2%
Cc1ccccc1-c1nc2cc(NC(=O)c3cccc([N+](=O)[O-])c3C)ccc2o1,20%
CCOc1cc(-c2nc3sc4c(c3c(=O)[nH]2)CCCC4)ccc1OCc1ccccc1F,31%
O=C(Nc1ccccc1)Nc1nnc(COc2ccc(Cl)cc2)s1,3%
COc1ccc(/C(C)=N/NC(=O)c2cc(-c3ccc4ccccc4c3)n[nH]2)cc1,29%
O=C(Oc1ccc(Oc2ccccc2)cc1)c1ccc(Br)o1,18%
COc1ccc(OC)c(/C=N/NC(=O)C(=O)N2CCCCCC2)c1,17%

# The results go on:
SMILES,RNase H inhibition
Cc1ccc(OCCNc2cc(N3CCCC3)ccc2[N+](=O)[O-])cc1C,10%
Cc1ccc(/C=C/C(=O)Nc2cccc(Br)c2)o1,10%
O=C(c1cccs1)N1CCN(S(=O)(=O)c2ccc(Cl)cc2)CC1,6%
COc1cc(C2C(C(=O)/C=C/c3ccccc3)=C(O)C(=O)N2c2ccccn2)ccc1O (centres undefined),6%
CCc1cc(=O)oc2c(C)c(OCC(=O)c3ccc(OC)cc3)ccc12,12%
CCc1ccccc1NS(=O)(=O)c1c(C)cc(C)cc1C,4%
Cc1ccc(Cl)cc1NC(=O)C(C)SCc1ccccc1 (centres undefined),12%
Cc1cc(=O)oc2cc(OC(=O)CCCOc3ccc(Cl)cc3Cl)ccc12,18%
COc1ccc(Br)cc1C(=O)Nc1cccc(NC(=O)c2ccccc2C)c1,16%
CC(C)c1ccc(N2C(=O)c3ccc(-c4nc5ccccc5c(=O)o4)cc3C2=O)cc1,0%
COc1ccc(N(C(C)C(=O)N/N=C/c2ccc(OC)c(OC)c2)S(C)(=O)=O)cc1 (centres undefined),3%
O=C(CCSc1ccccc1)Nc1ccc(S(=O)(=O)N2CCCCC2)cc1,11%
CCOC(=O)C1=C(C)N=c2s/c(=C\c3cccc(OCc4ccc(Cl)cc4Cl)c3)c(=O)n2C1c1ccccc1Cl (centres undefined),25%
Nc1nc(N)nc(-c2ccc([N+](=O)[O-])cc2)n1,17%
Nc1c(C(=O)c2ccc(Cl)cc2)sc2nc(-c3ccccc3)ccc12,12%
CCOc1ccc(Nc2ncnc3c2cnn3-c2ccccc2)cc1,2%
O=C(Nc1ccc(F)c(F)c1)c1cnccn1,6%
O=C1/C(=C\c2cc3c(cc2[N+](=O)[O-])OCO3)SC(=S)N1c1ccccc1,24%
O=C(O)CCCCCN1C(=O)C(O)=C(C(=O)/C=C/c2ccccc2)C1c1cccc([N+](=O)[O-])c1 (centres undefined),4%
Cc1ccc(N(CC(=O)NC(C(C)C)C(C)C)S(=O)(=O)c2ccccc2)cc1,14%
O=C1C(C=Nc2cc(C(F)(F)F)cc(C(F)(F)F)c2)=C(O)c2ccccc21,3%
CCOc1ccc(/C=C2\C(=O)NC(=O)N(c3ccc(F)cc3)C2=O)cc1OC,19%
Cn1c(SCC(=O)NCc2ccco2)nc2ccccc21,0%
COc1cccc(C2/C(=C(\O)c3ccc(C)cc3)C(=O)C(=O)N2CCCC(=O)O)c1 (centres undefined),4%
CC(=O)O/N=C(/c1ccc([N+](=O)[O-])cc1)N1CCOCC1,6%

# Shown with tabs: entries from further up
structure	RNase H inhibition
Cc1ccc(OCCNc2cc(N3CCCC3)ccc2[N+](=O)[O-])cc1C	10%
Cc1ccc(/C=C/C(=O)Nc2cccc(Br)c2)o1	10%
O=C(c1cccs1)N1CCN(S(=O)(=O)c2ccc(Cl)cc2)CC1	6%
COc1cc(C2C(C(=O)/C=C/c3ccccc3)=C(O)C(=O)N2c2ccccn2)ccc1O (centres undefined)	6%
CCc1cc(=O)oc2c(C)c(OCC(=O)c3ccc(OC)cc3)ccc12	12%
CCc1ccccc1NS(=O)(=O)c1c(C)cc(C)cc1C	4%
Cc1ccc(Cl)cc1NC(=O)C(C)SCc1ccccc1 (centres undefined)	12%
Cc1cc(=O)oc2cc(OC(=O)CCCOc3ccc(Cl)cc3Cl)ccc12	18%
COc1ccc(Br)cc1C(=O)Nc1cccc(NC(=O)c2ccccc2C)c1	16%
CC(C)c1ccc(N2C(=O)c3ccc(-c4nc5ccccc5c(=O)o4)cc3C2=O)cc1	0%
COc1ccc(N(C(C)C(=O)N/N=C/c2ccc(OC)c(OC)c2)S(C)(=O)=O)cc1 (centres undefined)	3%
O=C(CCSc1ccccc1)Nc1ccc(S(=O)(=O)N2CCCCC2)cc1	11%
CCOC(=O)C1=C(C)N=c2s/c(=C\c3cccc(OCc4ccc(Cl)cc4Cl)c3)c(=O)n2C1c1ccccc1Cl (centres undefined)	25%
Nc1nc(N)nc(-c2ccc([N+](=O)[O-])cc2)n1	17%
Nc1c(C(=O)c2ccc(Cl)cc2)sc2nc(-c3ccccc3)ccc12	12%
CCOc1ccc(Nc2ncnc3c2cnn3-c2ccccc2)cc1	2%
O=C(Nc1ccc(F)c(F)c1)c1cnccn1	6%
O=C1/C(=C\c2cc3c(cc2[N+](=O)[O-])OCO3)SC(=S)N1c1ccccc1	24%

# (list continues)
SMILES,RNase H inhibition
COc1ccc(/C(N)=N/OC(=O)COc2ccc(Br)cc2Cl)cc1OC,16%
O=C(Nc1ccc(Cl)cc1[N+](=O)[O-])c1cc2ccccc2cc1O,24%
COc1cccc(-n2sc3c(c2=S)-c2ccccc2NC3(C)C)c1,30%
C=CC(=O)NC1(CCC)CCCCC1,11%
COc1ccc(Nc2nc(-c3sc(NC(C)=O)nc3C)cs2)cc1,8%
O=C(COc1ccc(Cl)cc1)Nc1ccc(O)c(-c2nc3ccccc3o2)c1,0%
COc1ccc(OC)c(Nc2nc(-c3cccs3)cs2)c1,30%
COc1ccc(/C=N/n2c(C)nnc2-n2nc(C)cc2C)cc1[N+](=O)[O-],9%
COc1ccc(C=Nc2ccc(Cl)c([N+](=O)[O-])c2)c2ccccc12,30%
Cc1ccc(C(=O)N/N=C/c2c(F)cccc2Cl)cc1,7%
COc1ccc(C2CC(=O)C3=C(C2)Nc2ccccc2NC3c2ccccc2C(F)(F)F)cc1OC (centres undefined),12%
CCCC(=O)NC(Nc1cc(C(F)(F)F)ccc1Cl)C(Cl)(Cl)Cl (centres undefined),2%
COc1ccc(C(=O)OCC(=O)c2ccc(Br)cc2)cc1OC,16%
COC(=O)c1c(N)sc(C)c1-c1ccc(OC)cc1,13%
COc1ccc(/C=C2\NC(=O)c3ccccc3C2=O)cc1,0%
CCOC(=O)c1ccccc1NC(=O)c1ccncc1,3%
NC(=O)C1CCN(C(=O)COc2ccc(Br)cc2)CC1,17%
COc1cc(/C=C2/C(=O)N(c3ccc(C(=O)O)cc3)N=C2C)cc(OC)c1OC,5%
CC(C)C1=NN2C(=N)/C(=C/c3ccc(Sc4ccc(Cl)cc4)o3)C(=O)N=C2S1,35%
CCc1ccc(N2NC(=O)/C(=C/c3ccc(N4CCOCC4)cc3)C2=O)cc1,15%
Cc1c(C(=O)OC(C)C)sc(NC(=O)C(C)(C)C)c1C(=O)OC(C)C,6%
O=C(Nc1ccncc1)c1cc2c(ccc3ccccc32)oc1=O,7%
Cc1ccc(C=C2C(=O)N(C)C(=S)N(c3ccccc3)C2=O)s1,10%
CCOC(=O)C1=C(C)N=c2s/c(=C\c3ccc(-c4cc(C)c(C)c([N+](=O)[O-])c4)o3)c(=O)n2C1c1ccc(N(C)C)cc1 (centres undefined),56%*
COc1ccc(C2C(C(=O)OCC3CCCO3)=C(C)NC3=C2C(=O)CC(C)(C)C3)c(OC)c1OC (centres undefined),8%
COc1ccc(CCNC(=O)COc2ccccc2C)cc1OC,12%
